PDI turbidity = inhibitors of human protein disulfide isomerase. P07237. PDI insulin aggregation turbidity, A650, 90 min. inhibition, % at 10 µM. 350,000 tested, 0.052% active;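 active = mean inhibition across replicates of 30% or more, whatever share of single replicates reach that level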;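 note: absorbance from insulin aggregation driven by PDI reduction with DTT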
H9c2 protect = protects H9c2 cardiomyocytes from peroxide injury; H2O2 injury protection, ATPLite, 2 h; protection from H2O2 cell death, % at 20 µM; 360,000 tested, 0.63% active; AID 588492;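 active = compounds giving at least 50% protection of heart cells from peroxide-induced death in the single-dose screen, raw or plate-pattern-corrected value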;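 note: 0% = DMSO wells with peroxide and 100% = DMSO wells without peroxide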
HIF-2a block = inhibitors of HIF-2a | 786-0 RCC cells HIF-2a reporter, luciferase luminescence, overnight | inhibition, % at 18.8 µM | 360,000 tested, 0.72% active;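 active = inhibition of the luminescence signal of 40% or more relative to plate controls, in a single-dose primary screen at 18.75 µM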
NR2E3 ag-1 = human photoreceptor-specific nuclear receptor agonism. CHO-S Gal4-NCOR/VP16-NR2E3 two-hybrid, luciferase. inhibition of corepressor binding, % at 3.98 µM. 360,000 tested, 0.35% active. AID 602229;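 active = inhibition above the mean of all tested compounds plus 3 SD, cut at about 70% in these data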;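 note: 0% = DMSO with NR2E3 transfected cells and 100% = cells lacking NR2E3 construct; higher means lower luciferase signal from less NR2E3 corepressor binding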
Target sequence (Q9Y5X4 whole entry, looked up, the tested form may be a part): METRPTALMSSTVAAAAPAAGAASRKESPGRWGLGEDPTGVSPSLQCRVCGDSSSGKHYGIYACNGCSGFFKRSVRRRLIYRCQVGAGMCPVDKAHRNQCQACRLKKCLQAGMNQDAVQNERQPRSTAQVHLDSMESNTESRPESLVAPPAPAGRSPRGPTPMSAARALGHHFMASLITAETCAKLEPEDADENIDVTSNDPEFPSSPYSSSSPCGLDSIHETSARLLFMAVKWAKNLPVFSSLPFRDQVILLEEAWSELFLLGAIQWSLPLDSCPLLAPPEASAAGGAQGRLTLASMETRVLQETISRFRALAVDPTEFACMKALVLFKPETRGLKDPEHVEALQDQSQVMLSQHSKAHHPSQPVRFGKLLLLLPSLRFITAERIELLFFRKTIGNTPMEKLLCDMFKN
NR2E3 ag-2 = activates human photoreceptor nuclear receptor NR2E3 | 320,000 tested, 0.12% active | AID 2300 | Q9Y5X4 | inhibition of corepressor binding, % at 4.78 µM | GST-NR2E3/biotin-RetCOR TR-FRET, 1536-well;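 active = percent inhibition above the cutoff of mean plus 3 SD of all tested compounds, set per screening campaign, cut at about 20% in these data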;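 note: 0% = DMSO wells and 100% = biotin wells as full block of FRET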
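Format: 1536-well format; test system: GST-NR2E3 and biotin-RetCOR proteins; read-out basis: percent inhibition of TR-FRET ratio; timing: 5 h incubation at 4 °C; detection: time-resolved FRET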
m5-HT2A agonist = agonists of mouse serotonin 5-HT2A receptor (HTR2A); AID 624169; CHO-K1 mHTR2A beta-arrestin complementation, luminescence; percent of 30 µM serotonin response; activation, % at 7.6 µM; 360,000 tested, 0.66% active; P35363;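 active = activation above a run cutoff, the mean activation of all tested compounds plus 3 SD, cut at about 14% in these data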;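 note: 0% = plate median of compound wells and 100% = 30 µM serotonin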
Target sequence (P35363 whole entry, looked up): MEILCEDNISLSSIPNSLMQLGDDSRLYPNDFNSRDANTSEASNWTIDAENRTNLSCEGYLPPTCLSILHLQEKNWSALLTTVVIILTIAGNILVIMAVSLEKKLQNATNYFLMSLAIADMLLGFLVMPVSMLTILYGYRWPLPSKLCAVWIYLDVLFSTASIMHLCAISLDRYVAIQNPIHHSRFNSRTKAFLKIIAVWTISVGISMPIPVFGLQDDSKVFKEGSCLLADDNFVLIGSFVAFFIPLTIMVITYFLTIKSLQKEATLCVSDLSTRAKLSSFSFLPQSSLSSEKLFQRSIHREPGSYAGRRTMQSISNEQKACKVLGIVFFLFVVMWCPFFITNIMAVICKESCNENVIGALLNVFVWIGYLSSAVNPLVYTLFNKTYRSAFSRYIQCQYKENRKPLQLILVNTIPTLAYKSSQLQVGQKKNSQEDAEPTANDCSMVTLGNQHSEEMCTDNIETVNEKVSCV
Shn3 inh set2 = Schnurri-3 reporter inhibition in Clone20 osteoblasts; Clone20 osteoblast Shn3 3'UTR firefly luciferase, 24 h; inhibition, % at 12.5 µM; 360,000 tested, 0.52% active;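 active = mean inhibition of at least 75% with every replicate also reaching 75%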;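 note: 0% = median of neutral control wells and 100% = pilot-screen positive control compound; some compounds past the cut are filed as inactive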
MITF TRPM1 inh = inhibitors of MITF-driven TRPM1 promoter in melanoma cells; SK-MEL-5 TRPM1 promoter luciferase, 24 h; inhibition, % at 12.5 µM; 330,000 tested, 0.83% active; AID 488899;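 active = mean inhibition across replicates of 60% or more, whatever share of single replicates reaches that level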; note: values of inactives mirror those of a sister screen read the other way
iPSC survival up = enhancers of human iPSC single-cell survival; hiPSC single-cell survival, ATPlite luminescence; 100% = ROCK inhibitor wells, 0% = DMSO; survival enhancement, % at 20 µM; 360,000 tested, 0.044% active; in the data active = survival enhancement above about 18%;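 note: cells exposed to compounds for 16 hours before the ATP read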
CaV13 ICDI inh = Primary screen for inhibitors of IQ motif and Ca2+-dependent inactivation inhibitor domain binding in CACNA1D, Förster resonance energy transfer in living cells, …; HEK cells, CFP/YFP FRET ICDI-IQ, plate reader, 10 min; percent FRET-ratio fall versus neutral wells; inhibition, % at 12.3 µM; 340,000 tested, 0.098% active;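 active = mean replicate inhibition of at least 30% and at least 1% of replicates passing that level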;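 note: 0% = median of the neutral control wells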
Peg3 prom inh = reduces Peg3 promoter-driven luciferase expression in HeLa; HeLa PEG-Prom luciferase reporter, luminescence, overnight; inhibition, % at 20 µM; 360,000 tested, 1.7% active;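 active = inhibition of at least 50% at 20 µM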
The depositor's hits bear a star; x = no result given.

Start of the listing, in advance:
SMILES | PDI turbidity | H9c2 protect | HIF-2a block | NR2E3 ag-1 | NR2E3 ag-2 | m5-HT2A agonist | Shn3 inh set2 | MITF TRPM1 inh | iPSC survival up | CaV13 ICDI inh | Peg3 prom inh
COC(=O)CCC(=O)Nc1ccc(S(=O)(=O)Nc2nc(C)cc(C)n2)cc1 | 2 | -2 | 7 | -24 | 1 | 0 | 10 | 3 | -0.3 | -18 | -1
COC(=O)c1ccc(N(CC(=O)NC2CCCC2)C(=O)c2ccc(C)s2)cc1 | -3 | -2 | -4 | -28 | 1 | 7 | 11 | 0 | -0.6 | -4 | 3
Cc1ccccc1OCCC(=O)OCC(=O)NNC(=O)c1cccs1 | -7 | -2 | 13 | -18 | 3 | -3 | -12 | -4 | 0.0 | -2 | -3

The list itself, repeating the preview:
SMILES | PDI turbidity | H9c2 protect | HIF-2a block | NR2E3 ag-1 | NR2E3 ag-2 | m5-HT2A agonist | Shn3 inh set2 | MITF TRPM1 inh | iPSC survival up | CaV13 ICDI inh | Peg3 prom inh
COC(=O)CCC(=O)Nc1ccc(S(=O)(=O)Nc2nc(C)cc(C)n2)cc1 | 2 | -2 | 7 | -24 | 1 | 0 | 10 | 3 | -0.3 | -18 | -1
COC(=O)c1ccc(N(CC(=O)NC2CCCC2)C(=O)c2ccc(C)s2)cc1 | -3 | -2 | -4 | -28 | 1 | 7 | 11 | 0 | -0.6 | -4 | 3
Cc1ccccc1OCCC(=O)OCC(=O)NNC(=O)c1cccs1 | -7 | -2 | 13 | -18 | 3 | -3 | -12 | -4 | 0.0 | -2 | -3
O=S(=O)(NC1CCCC1)c1ccccc1Cl | -3 | -2 | 4 | 11 | 0 | -6 | 9 | 4 | 1.6 | -5 | 1
Cc1c(N(C)S(=O)(=O)c2cc(C(=O)NCC3CCCO3)ccc2Cl)c(=O)n(-c2ccccc2)n1C (stereo unspecified) | 8 | 0 | 7 | 0 | -3 | 8 | -2 | 2 | -0.3 | -1 | 15
CC1(C(=O)Nc2cnc3ccccc3c2)CCN1Cc1ccc(-c2ccccc2)o1 (stereo unspecified) | 2 | 10 | -48 | -6 | x | -5 | -55 | x | -2.2 | -10 | -7
CCOc1ccc(-c2nc(C#N)c(N3CCOCC3)o2)cc1 | 12 | 6 | -1 | -1 | 1 | 2 | -11 | x | -2.6 | -6 | -11
COCC(=O)Nc1cc(C(=O)Nc2cccc(C)c2C)ccc1Cl | -10 | 0 | -69 | -46 | -6 | 5 | -9 | -30 | 1.8 | -7 | -42
CCN(CC)CCNC(=O)c1ccccn1 | 16 | 0 | 16 | -12 | 1 | -1 | 14 | -8 | 0.4 | -6 | 7
CC1(C)Cc2ccccc2C(NNC(=O)c2ccncc2)=N1 | -9 | 4 | 5 | 1 | 8 | 0 | 14 | 15 | -3.6 | -2 | 13
COc1ccc(C(=O)Nc2cc(OC)c(NC(=O)c3ccco3)cc2OC)cc1 | -5 | 43 | -26 | -70 | -1 | 1 | -9 | 8 | 3.0 | -5 | -9
Cc1ccc(NC(=O)Cc2nc(COC(=O)c3c(F)cccc3Cl)cs2)cc1 | -5 | -3 | -21 | 15 | x | -4 | -2 | 1 | -0.4 | -16 | -7
CCCCn1c(NCc2ccccc2NS(=O)(=O)c2ccc(C)cc2)nc2ccccc21 | -1 | -23 | -8 | 4 | 2 | 0 | 24 | -2 | 4.2 | -6 | 23
O=C(NCc1ccccc1Cl)c1ccc2nc([C@H]3C[C@H](O)[C@@H](CO)O3)[nH]c2c1 | 1 | -2 | 4 | 2 | x | 4 | 6 | x | 1.2 | x | -7
COc1cc(NS(=O)(=O)c2ccc(NC(=O)CCC(=O)O)cc2)nc(OC)n1 | 1 | 4 | 4 | -20 | 1 | 2 | -2 | -4 | 0.9 | -18 | 8
O=C(CCN1C(=O)c2ccccc2S1(=O)=O)Nc1ccc(F)c([N+](=O)[O-])c1 | 2 | 3 | 2 | 3 | 1 | -8 | 9 | -4 | 0.0 | x | -8
CCNC(=S)N(Cc1ccc2c(c1)OCO2)C1CC(=O)N(c2ccc(F)cc2)C1=O (stereo unspecified) | 0 | -17 | 22 | -14 | -2 | 4 | -16 | 8 | -0.6 | -3 | 15
COc1ccc(OCC(O)Cn2c(N3CCCCC3)nc3c2c(=O)n(C)c(=O)n3C)cc1 (stereo unspecified) | -1 | 10 | 6 | 18 | -4 | 2 | 6 | -4 | -0.2 | -6 | 8
NS(=O)(=O)c1ccc(CCNC(=O)CSCC(=O)Nc2ccc(Cl)cc2)cc1 | 6 | 8 | 1 | 17 | 0 | 2 | -19 | -1 | -0.5 | -5 | -3
N#C/C(=C\C=C\c1ccccc1[N+](=O)[O-])C(=O)NCc1ccccc1 | -8 | -1 | 81* | 25 | 1 | -1 | -18 | 69* | 0.2 | -4 | 105*
CC1CCCCN1C(=O)/C(=C\c1ccccc1)c1ccccc1 (stereo unspecified) | -7 | -10 | 24 | -7 | -5 | -6 | 18 | -4 | -1.2 | -5 | 27
COc1cccc(NC(=O)C/C(C)=N/NC(=O)C2CCCCC2)c1 | -8 | 3 | 9 | -36 | 1 | -1 | -16 | 2 | 0.1 | -5 | 9
Cn1c(SCc2nnc3n2CCCCC3)nc2ccccc21 | -4 | 4 | 14 | -17 | 0 | -1 | -4 | 11 | -2.6 | -5 | -9
O=c1nc(-c2ccccc2)nc(-c2ccccc2)[nH]1 | -6 | -1 | 6 | -5 | 2 | 2 | 7 | 15 | -0.5 | -19 | -14
C[C@H](CO)N1C[C@H](C)[C@H](CN(C)Cc2ccc(Oc3ccccc3)cc2)Oc2ccc(NC(=O)Nc3cccc4ccccc34)cc2CC1=O | 14 | -3 | 0 | 20 | x | -6 | 1 | 7 | -0.4 | -12 | 8
COCCCNC(=O)CN1CCN(Cc2ccc(Cl)cc2)C1=O | -6 | 1 | 5 | 18 | 2 | -2 | 5 | 8 | -0.4 | -7 | -1
CC(C)CC(NC(=O)OC(C)(C)C)C(=O)NC(C(=O)NC(C)C(N)=O)C(C)C (stereo unspecified) | 2 | -1 | 1 | 2 | 3 | 1 | 3 | 4 | -0.1 | -5 | 9
CC(C)Cn1c(N)c(C(=O)COC(=O)Cc2cccs2)c(=O)n(C)c1=O | 0 | -18 | 1 | -19 | 2 | 2 | 69 | 14 | 0.0 | -5 | -7
CC(C)(C)C(=O)Nc1cccc2[nH]ncc12 | -1 | -2 | 17 | -4 | 1 | -3 | -9 | 1 | 1.4 | -2 | 9
CCCCC1CCC(c2nc(-c3cccnc3)no2)CC1 (stereo unspecified) | 2 | -11 | -106 | -34 | -1 | -1 | -25 | -50 | 0.6 | -7 | -82
C=C1CSc2nc(=O)c3c4c(sc3n21)CCC4 | 2 | -12 | 0 | 7 | 2 | 1 | -3 | -9 | -1.9 | -6 | 9
CCOc1ccccc1CN1CCN(C2CCC2)CC1CCO (stereo unspecified) | -1 | -7 | 3 | -1 | 6 | -2 | -4 | 14 | 2.1 | 0 | -10
COc1ccc(Nc2cc(C)nc3c(C)cccc23)cc1OC | 10 | 7 | 17 | -15 | 2 | 5 | -9 | 14 | -0.1 | -3 | -13
Cc1ccc(Nc2nc(C(=O)NCc3ccco3)cs2)cc1 | 0 | -4 | -81 | -7 | -4 | -8 | 11 | -17 | -0.2 | -4 | -44
O=C(CCSCc1cccc(F)c1)NCCc1ccccc1 | -3 | 6 | -58 | -18 | 4 | -3 | -2 | -4 | 0.0 | -17 | -13
COCCNC(=O)C1CCCN(C(=O)C2(c3ccc(Cl)cc3)CCCC2)CC1 (stereo unspecified) | 0 | -1 | 16 | -3 | x | -2 | 7 | x | 3.0 | -7 | -2
COc1ccc(C(=O)NCC(=O)NCCc2c[nH]c3ccccc23)cc1OC | 5 | -2 | 18 | -35 | 3 | -2 | -8 | 22 | 0.7 | 11 | 4
COc1ccc(Cl)cc1S(=O)(=O)N1CCN(Cc2ccc3c(c2)OCO3)CC1 | -10 | 2 | 12 | -8 | 0 | -3 | 16 | 9 | 0.1 | -3 | 6
COc1ccc(/C=N/NC(=O)CCc2nc3ccccc3[nH]2)cc1 | -8 | -5 | -1 | 9 | -4 | 16* | -10 | 4 | 2.5 | -9 | -8
COc1ccc2nc(NC(=O)c3cccnc3SC)sc2c1 | -15 | -6 | -302 | -94 | 0 | -4 | -63 | -46 | -0.2 | -4 | -221
CCN(CC)Cc1c(O)ccc2c(C)c(CC(=O)OC)c(=O)oc12 | 1 | 0 | 14 | -12 | 3 | -2 | 3 | -11 | -1.9 | -5 | 7
Cc1nc(-c2ccc(-n3nncc3-c3ccco3)cc2)cs1 | 4 | 5 | -19 | -26 | 0 | -1 | 3 | -9 | 0.8 | -4 | -14
CCOc1ccc(OCCCC(=O)NC2=NCCS2)cc1 | 5 | -1 | 17 | -7 | 2 | 3 | 5 | -2 | -1.8 | -5 | -4
Cc1c(C(=O)O)oc2ccc3c(c12)C(O)CC(C)(C)O3 (stereo unspecified) | 0 | 0 | -132 | 2 | -2 | -2 | 0 | -3 | -0.3 | -4 | 15
O=c1c2ccccc2oc2nc3n(c(=O)c12)CCCS3 | 3 | 4 | -2 | -8 | -1 | -4 | 0 | -5 | 0.2 | x | 4
CC1=CC(C)[C@@H]2COC(c3ccc(O)cc3)[C@H]1C2C (stereo partly specified) | 2 | -7 | 16 | -3 | 6 | -3 | -7 | -1 | -0.2 | -19 | 18
CCOC(=O)C(Oc1ccc(=O)n(-c2ccccc2)n1)C(C)=O (stereo unspecified) | -1 | 1 | 3 | -4 | 2 | -1 | 0 | 9 | -0.9 | -5 | 9
COC(=O)c1cc(N/C(N)=N/c2nc(C)cc(C)n2)cc(C(=O)OC)c1 | -1 | 10 | 8 | 8 | x | 1 | -6 | x | 1.6 | -6 | -22
NC(=O)c1ccc(NC(=O)COc2cccc3c2CCNC3=O)cc1 | -2 | 79* | -5 | -13 | x | -2 | -13 | -8 | -0.4 | -5 | -8
COc1cc(SC)ccc1C(=O)Nc1cccc(S(=O)(=O)NC2=NCCCCC2)c1 | 2 | 1 | 1 | -15 | -3 | -9 | 17 | 7 | -0.2 | -7 | -1

Next results
SMILES | PDI turbidity | H9c2 protect | HIF-2a block | NR2E3 ag-1 | NR2E3 ag-2 | m5-HT2A agonist | Shn3 inh set2 | MITF TRPM1 inh | iPSC survival up | CaV13 ICDI inh | Peg3 prom inh
O=[N+]([O-])c1ccc(O)c(Nc2ncnc3ccccc23)c1 | 3 | -15 | -134 | 19 | 2 | 1 | -14 | -6 | -1.3 | 0 | -65
Nc1c(C(=O)NCc2ccccc2)nnn1Cc1cccc(Cl)c1 | x | -18 | 10 | -30 | 1 | -6 | 10 | 28 | 0.8 | -5 | 14
Cc1ccc2nc(N(CCCN(C)C)C(=O)c3ccc(S(=O)(=O)N4CCOCC4)cc3)sc2c1 | -4 | 8 | -17 | 8 | -3 | -6 | 0 | -4 | 0.2 | -2 | -39
COc1cc(NC(=O)c2ccc3c(c2)OCO3)ccc1NC(=O)C(C)C | -3 | 2 | -55 | -22 | 2 | -5 | 12 | -16 | -2.8 | -5 | -34
O=C1c2ccccc2C(=O)N1CN(C(=O)COc1ccc(Cl)cc1Cl)c1cccc(F)c1 | 1 | -2 | -78 | 5 | -2 | 1 | -1 | -38 | 1.3 | -4 | -107
